PMI act satM6P – increases human PMI activity with near-saturating mannose 6-phosphate. P34949. coupled PMI enzyme assay, resazurin fluorescence, 20 min; stronger effect = higher value; 1 = untreated enzyme, 0 = substrate-free blank. activation factor at 20 µM. hit rate 0.34% among 190,000. AID 1216;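 active means activation factor of 2 or more at 20 µM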
Target sequence (P34949 whole entry, looked up): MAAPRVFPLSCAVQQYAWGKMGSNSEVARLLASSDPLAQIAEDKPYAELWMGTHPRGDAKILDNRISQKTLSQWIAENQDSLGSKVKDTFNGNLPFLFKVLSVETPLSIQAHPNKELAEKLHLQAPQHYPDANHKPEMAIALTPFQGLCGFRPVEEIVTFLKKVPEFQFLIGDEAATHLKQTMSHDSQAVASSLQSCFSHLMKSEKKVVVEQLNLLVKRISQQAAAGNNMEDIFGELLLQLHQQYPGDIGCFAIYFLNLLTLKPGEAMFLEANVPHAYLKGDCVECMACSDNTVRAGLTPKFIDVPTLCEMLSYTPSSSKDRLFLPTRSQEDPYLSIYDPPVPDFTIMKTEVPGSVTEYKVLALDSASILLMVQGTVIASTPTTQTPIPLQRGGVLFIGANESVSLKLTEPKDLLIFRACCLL
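Test system – human PMI in coupled enzyme assay · Timing – 20 min incubation at room temperature · Detection – Diaphorase-driven resazurin-to-resorufin fluorescence, excitation 544, emission 590 nm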
TNAP act hiacc – activators of human TNAP at high phosphate acceptor concentration; P05186; purified TNAP, CDP-star luminescence, 1 M DEA, 30 min; stronger effect = higher value; 0 = EDTA background, 1 = DMSO-only activity; activation factor at 20 µM; 200,000 tested, under 10 active;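 active means activation factor at least 2 at 20 µM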
Target sequence (P05186 whole entry, looked up): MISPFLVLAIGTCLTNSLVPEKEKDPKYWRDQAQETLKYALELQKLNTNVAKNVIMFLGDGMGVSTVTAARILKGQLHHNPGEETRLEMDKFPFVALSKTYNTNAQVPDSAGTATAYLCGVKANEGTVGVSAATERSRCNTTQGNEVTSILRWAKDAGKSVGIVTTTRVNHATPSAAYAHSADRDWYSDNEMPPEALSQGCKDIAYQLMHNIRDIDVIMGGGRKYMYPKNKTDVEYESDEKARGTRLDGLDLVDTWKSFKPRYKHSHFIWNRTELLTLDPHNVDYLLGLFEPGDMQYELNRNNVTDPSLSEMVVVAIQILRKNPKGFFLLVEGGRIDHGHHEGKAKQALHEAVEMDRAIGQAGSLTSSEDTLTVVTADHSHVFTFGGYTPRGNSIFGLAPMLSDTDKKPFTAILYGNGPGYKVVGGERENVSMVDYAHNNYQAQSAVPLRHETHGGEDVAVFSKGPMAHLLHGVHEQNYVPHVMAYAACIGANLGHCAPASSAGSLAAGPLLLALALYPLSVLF
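system = human TNAP | amount = enzyme diluted 1/800 final | reagent = 100 µM CDP-star substrate | signal = luminescent substrate turnover signal | dosing = one dose, 20 µM | benchmarks = EDTA negative control, DMSO positive control | measure = activation factor | timing = 30 min reaction, room temperature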
L major viab – reduces viability of Leishmania major promastigotes; inhibition, % at 10 µM; hit rate 9% among 200,000; AID 1063; resazurin fluorescence viability; in the data active means inhibition above about 50%;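 further: promastigotes grown with compound for 44 hours at 28 °C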
TNAP inh hi DEA – blocks human TNAP under high phosphate acceptor concentration | purified TNAP, CDP-star luminescence, 1 M DEA | inhibition, % at 20 µM | hit rate 0.03% among 200,000;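 active means over 50% inhibition of tissue-nonspecific alkaline phosphatase at 20 µM in the single-dose screen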;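 further: plate controls were DMSO wells for no effect and EDTA-quenched wells as full inhibition for full effect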
Diaph act CS – activates diaphorase or chemically reduces, flagging diaphorase assay artifacts | activation factor at 20 µM | hit rate 0.005% among 190,000 | Diaphorase/resazurin coupled assay, resorufin fluorescence, 16 min; stronger effect = higher value; 1 = vehicle wells, 0 = NADH-free wells;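 active means diaphorase activity raised at least twofold by the compound at 20 µM; inactive means activation factor below 2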
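Assay system: Purified diaphorase enzyme from Clostridium kluyveri | Amount: Enzyme 0.07 U/mL final | Dosing: Compound 20 µM once, DMSO 1% | Timing: 16 min reaction at room temperature | Detection: Fluorescence, excitation 544 nm and emission 590 nm | Evaluation: Higher resorufin formation from activation or reduction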
bIAP activator – intestinal alkaline phosphatase (bovine) activation. purified bovine IAP, CDP-star luminescence, 30 min; stronger effect = higher value; fold of DMSO-control signal, blank-subtracted. activation factor at 20 µM. hit rate 0.17% among 200,000. AID 1016;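 active means activation factor of 2 or more at 20 µM, a signal rise over negative controls twice the positive control's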
PMI act – increases human mannose-6-phosphate isomerase activity | purified human PMI, coupled resazurin fluorescence, 20 min; stronger effect = higher value; 1 = vehicle control, 0 substrate-free wells | hit rate 0.005% among 190,000 | AID 1214 | activation factor at 20 µM;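 active means activation factor of 2 or more at 20 µM, relative to plate controls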
Diaphorase inh – inhibits diaphorase or chemically oxidizes, flagging diaphorase assay artifacts. hit rate 0.69% among 190,000. inhibition, % at 20 µM. diaphorase resazurin-to-resorufin fluorescence, NADH, 16 min; bacterial (C. kluyveri) enzyme, not human;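 active means primary screen inhibition at 20 µM above a set limit, cut at about 50% in these data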;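 further: plate controls were DMSO with full reaction for no effect and wells lacking NADH for full effect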
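material = Clostridium kluyveri diaphorase enzyme | amount = 0.14 U/mL diaphorase, enzyme working solution | schedule = incubation 16 min, room temperature | detection = fluorescence of resorufin formed from resazurin, Ex 544/Em 590 nm | benchmarks = positive control minus NADH, DMSO neutral control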
TNAP inh noacc – inhibitors of human TNAP without phosphate acceptor | inhibition, % at 20 µM | P05186 | purified TNAP, CDP-star luminescence, 30 min | hit rate 0.26% among 200,000;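 active means tissue-nonspecific alkaline phosphatase inhibition above about 50% at 20 µM in the single-dose screen, limit read from the data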;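 further: 0% = DMSO negative control and 100% = EDTA positive control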
bIAP inh – blocks bovine intestinal alkaline phosphatase activity | 190,000 tested, under 10 active | purified bovine IAP, CDP-star luminescence, 30 min | inhibition, % at 20 µM;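 active means over 50% inhibition of intestinal alkaline phosphatase at 20 µM in the single-dose screen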
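Incubation: 30 min reaction at room temperature / Material: purified bovine intestinal alkaline phosphatase (IAP) enzyme / Input: enzyme at 1/65,000,000 dilution / Dosing: 20 µM single dose / Signal: CDP-star luminescence signal / Reagent: CDP-star chemiluminescent phosphatase substrate, 30 µM final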
* marks the source's active call; other numbers are inactive results; nt = not tested or not shown.

SMILES | PMI act satM6P | TNAP act hiacc | L major viab | TNAP inh hi DEA | Diaph act CS | bIAP activator | PMI act | Diaphorase inh | TNAP inh noacc | bIAP inh
Cc1ccc(C2=NC3(CCCC3)N=C2SCC(=O)Nc2ccc3c(c2)OCCO3)cc1 | 0.8 | 1 | 73* | -2 | 0.8 | 0.9 | 0.8 | 25 | -6 | 11
Cc1c(C(=O)Nc2ccc(Cl)cc2)c2ccccn2c1C(=O)c1ccc([N+](=O)[O-])cc1 | 1 | 1 | 12 | 1 | 0.9 | 0.9 | 1 | 14 | 1 | 12
COc1ccc(CCNC(=O)Cn2c(=O)n(-c3ccc(F)cc3F)c(=O)c3sccc32)cc1OC | 1.1 | 1 | 0 | -5 | 0.9 | 1 | 1.1 | 7 | -13 | 2
CCOC(=O)c1cn(-c2ccccc2)nc1-c1cccnc1 | 1 | 1 | 3 | -2 | 1 | 0.9 | 1 | 3 | -10 | 6
COc1ccc(CC(=O)Nc2ccc(-c3noc(COc4ccccc4C)n3)cc2)cc1 | 0.9 | 1 | -6 | 0 | 1 | 0.9 | 0.9 | -2 | -5 | 9
CCOC(=O)C1=C(C)NC(=S)NC1c1ccc(-c2ccc(Cl)cc2)o1 (configuration not stated) | 1 | 1 | 63* | 0 | 0.9 | 0.7 | 1 | 12 | 2 | 28
N#Cc1ccc(CSCC(=O)NN=C2CCCC2)cc1 | 1 | 1 | -3 | -2 | 0.9 | 0.9 | 1.1 | 6 | -10 | 12
COc1cccc(CCNC(=O)c2ccc(C#N)cc2)c1 | 0.9 | 1.1 | -6 | -6 | 0.8 | 1.1 | 0.9 | 21 | -7 | -9
CCn1c(CNC(=O)c2cccs2)n[nH]c1=S | 1 | 1 | -6 | 1 | 0.9 | 1 | 1.1 | 9 | 1 | -2
CC(C)(C)c1cc(=O)[nH]c(SCc2ccccc2Cl)n1 | 1 | 1.1 | 10 | -7 | 0.8 | 0.9 | 0.9 | 20 | -15 | 7
CCCCCCCCc1nnc(NC(=O)c2ccco2)s1 | 1 | 1 | -4 | 0 | 0.9 | 1 | 1 | 5 | -2 | 2
CC1(C)CC(=O)C2=C(C1)OC(N)=C(C#N)C2c1ccc(OC(=O)N2CCOCC2)cc1 (configuration not stated) | 0.9 | 1 | -1 | -2 | 0.8 | 0.8 | 0.9 | 18 | -10 | 24
O=C1CC(Cc2ccc(Cl)cc2)C(=O)N1c1ccccn1 (configuration not stated) | 0.9 | 1 | -8 | -3 | 0.8 | 0.9 | 0.8 | 20 | -10 | 6
NCCCC[C@@H]1NC(=O)c2cc([N+](=O)[O-])cc(F)c2NCCCC[C@@H](C(N)=O)NC(=O)CNC1=O | 0.8 | 1 | -5 | 0 | 1 | 0.9 | 1 | 1 | -3 | 11
CCCN1C(=O)SC(CC(=O)Nc2ccc(C)cc2)C1=O (configuration not stated) | 1 | 1 | 20 | 4 | 0.9 | 0.9 | 1 | 6 | 24 | 8

Five of the compounds above, as comma-separated lines.
mol,PMI act satM6P,TNAP act hiacc,L major viab,TNAP inh hi DEA,Diaph act CS,bIAP activator,PMI act,Diaphorase inh,TNAP inh noacc,bIAP inh
CC(C)(C)c1cc(=O)[nH]c(SCc2ccccc2Cl)n1,1,1.1,10,-7,0.8,0.9,0.9,20,-15,7
N#Cc1ccc(CSCC(=O)NN=C2CCCC2)cc1,1,1,-3,-2,0.9,0.9,1.1,6,-10,12
CCOC(=O)C1=C(C)NC(=S)NC1c1ccc(-c2ccc(Cl)cc2)o1 (configuration not stated),1,1,63*,0,0.9,0.7,1,12,2,28
COc1ccc(CCNC(=O)Cn2c(=O)n(-c3ccc(F)cc3F)c(=O)c3sccc32)cc1OC,1.1,1,0,-5,0.9,1,1.1,7,-13,2
Cc1c(C(=O)Nc2ccc(Cl)cc2)c2ccccn2c1C(=O)c1ccc([N+](=O)[O-])cc1,1,1,12,1,0.9,0.9,1,14,1,12

(list continues)
SMILES | PMI act satM6P | TNAP act hiacc | L major viab | TNAP inh hi DEA | Diaph act CS | bIAP activator | PMI act | Diaphorase inh | TNAP inh noacc | bIAP inh
COc1cc(C)nc(N2CCCC(C(=O)Nc3cccc(Cl)c3Cl)C2)n1 (configuration not stated) | 1 | 1 | 13 | -5 | 1 | 0.9 | 0.9 | -1 | -12 | 14
O=C(CSc1nc(-c2ccco2)cc(C(F)(F)F)n1)N1CCSCC1 | 1.1 | 1 | 13 | 2 | 0.9 | 0.9 | 1.1 | 7 | -7 | 10
CCc1nc2c(sc3nc(N4CCOCC4)c4c(c32)CC(C)(C)OC4)c(=O)o1 | 1 | 1 | nt | -2 | 0.9 | 1 | 1 | 10 | -9 | 2
CCC(CC)C(=O)Nc1ccc([N+](=O)[O-])cn1 | 1 | 1 | -5 | -4 | 1 | 0.7 | 1.1 | -1 | 1 | 27
COc1cc(C2SCC(=O)N2CCc2ccc(OC)c(OC)c2)ccc1O (configuration not stated) | 1 | 1 | -1 | 0 | 1.1 | 1 | 1 | -9 | -4 | 1
O=[N+]([O-])c1ccc2nc(/C=C/c3ccc(Cl)cc3)[nH]c2c1 | 1 | 0.9 | 16 | 8 | 0.8 | 0.9 | 1 | 15 | 2 | 14
O=C(c1ccccc1Nc1ccc(SC(F)F)cc1)N1CCCCCC1 | 1.1 | 1 | 7 | -5 | 1 | 0.9 | 1 | -3 | 3 | 11
Cn1c(SCCOc2ccccc2Cl)nnc1-c1cccs1 | 0.8 | 1 | -4 | -1 | 0.9 | 1 | 0.9 | 11 | -9 | 1
Cc1cccn2c(CN3CCSCC3)c(C(=O)N3CCOCC3)nc12 | 0.9 | 1 | 0 | -4 | 0.8 | 0.9 | 0.8 | 20 | -9 | 7
COc1cccc(OC)c1-c1nn2c(-c3ccco3)nnc2s1 | 1 | 1 | -6 | -3 | 0.6 | 1 | 1 | 36 | -12 | 4
CCOc1ccc(N(CC(=O)NC2CCCCCC2)S(=O)(=O)c2c(C)[nH]c(=O)[nH]c2=O)cc1 | 0.9 | 1 | -7 | 0 | 0.9 | 0.9 | 0.9 | 8 | -11 | 12
CSC1=N/C(=C\c2ccccc2)C(=O)N1C | 1 | 1 | -4 | 0 | 1 | 1 | 1.1 | 3 | -10 | 1
CSc1nc(Cl)c(Cc2ccc(OC(C)C)cc2)c(N2CCOCC2)n1 | 0.9 | 1 | 4 | -2 | 0.9 | 1 | 0.9 | 11 | -3 | -4
Cc1ccc(CN2C(=O)N/C(=C\c3cccn3-c3cccc(C(=O)O)c3)C2=O)cc1 | 1 | 1 | -5 | -2 | 0.9 | 1.2 | 1.2 | 11 | -2 | -21
C=CCn1c(SCc2cccc3ccccc23)nnc1-c1cccnc1 | 0.9 | 1 | 50* | -3 | 0.8 | 1 | 0.9 | 18 | -8 | -3
O=[N+]([O-])c1cccc(C(=S)N2CCCC2)c1 | 1 | 1 | -2 | -1 | 1.1 | 1 | 1 | -8 | -12 | 0
COC(=O)c1ccc(Oc2cc(C)nc(-n3nc(C)cc3C)n2)cc1 | 1.1 | 1 | 7 | -2 | 0.9 | 1.1 | 1.1 | 6 | 3 | -5
COc1ccc(F)cc1S(=O)(=O)N1CCCC(C)C1 (configuration not stated) | 1.1 | 1.1 | -7 | -6 | 1 | 0.8 | 1 | 0 | -5 | 17
Cc1ccc(-c2nc(CN(C)Cc3cccc4cnccc34)c(C)o2)s1 | 0.8 | 1 | 11 | -3 | 0.8 | 1.3 | 0.8 | 20 | 0 | -25
COc1ccccc1NS(=O)(=O)c1ccc2oc(SCc3ccc(F)cc3)nc2c1 | 0.9 | 1 | 3 | -1 | 0.9 | 1 | 0.9 | 12 | -10 | 1
Cc1nc2sc3c(c2c(=O)o1)CCC3 | 0.9 | 1.1 | -6 | -6 | 0.9 | 1 | 0.8 | 13 | -14 | -4
CC(C)CCn1c(=O)c2ccccc2n2c(CN3CCOCC3)nnc12 | 1 | 1 | 1 | 4 | 1 | 0.8 | 1 | 5 | -2 | 19
Cc1nn(C)c(C(=O)N/N=C/c2cc3c(cc2Br)OCO3)c1Br | 0.9 | 1 | -1 | -4 | 1 | 1 | 1 | 2 | -9 | 4
Cc1ccc(/C=C/C(=O)Nc2ncc(C)s2)o1 | 0.8 | 0.9 | -6 | 6 | 0.8 | 0.7 | 1 | 15 | -3 | 29
COC(=O)c1c(NC(=O)CC2NCCNC2=O)sc2c1CCCC2 (configuration not stated) | 1 | 1 | 5 | -2 | 1.1 | 1.1 | 1 | -5 | -8 | -10
COc1ccc(-n2c(C)c3c(OC)cccc(=O)c3c2C)cc1 | 0.5 | 1 | 1 | -2 | 0.7 | 0.9 | 0.8 | 30 | -11 | 11
CCC(=O)NC(=S)Nc1ccc(NC(=O)c2ccc(OC)cc2)cc1 | 1 | 1 | -6 | -3 | 1 | 1 | 0.9 | 3 | 3 | -1
Fc1cccc2sc(N3CCCC3)nc12 | 1.1 | 1 | 0 | -4 | 1.2 | 1.1 | 1.1 | -19 | -9 | -7
COC(=O)c1ccc(COC(=O)c2ccc(CS(=O)(=O)c3ccc(C)cc3)cc2)cc1 | 1 | 1.3 | -3 | -27 | 1 | 0.9 | 1 | -2 | -69 | 9
O=[N+]([O-])c1cccc(-c2csc(Nc3ccccc3)n2)c1 | 0.9 | 1.1 | 4 | -7 | 0.7 | 0.7 | 0.8 | 29 | -6 | 27
CN(C)CCCN(C(=O)c1cccc(N2C(=O)CCC2=O)c1)c1nc2cc3c(cc2s1)OCO3 | 1.1 | 1 | -6 | -4 | 0.8 | 1 | 1.1 | 19 | -13 | -4
COC(=O)c1cccc(N(C(=O)c2cnccn2)C(C(=O)NCc2ccccc2)c2ccco2)c1 (configuration not stated) | 1 | 1.1 | -5 | -6 | 0.8 | 1.1 | 1.1 | 15 | -12 | -6
COCCCNC(=O)Cc1ccccc1OC | 1 | 1 | -7 | -3 | 1 | 1 | 1 | -2 | -10 | 0
COc1ccc(-c2nc3ccc(N4CCN(C)CC4)cc3c(=O)[nH]2)cc1 | 1 | 1 | 28 | -1 | 1.2 | 1 | 0.9 | -20 | -5 | 4
O=C(CSc1nnnn1-c1ccc(O)cc1)N1N=C(c2ccc3ccccc3c2)CC1c1ccccc1 (configuration not stated) | 0.8 | 1 | 100* | -3 | 0.8 | 1.1 | 0.8 | 21 | -2 | -13
COc1ccc(-c2c(C)nn3c(-c4ccccc4)cc(C)nc23)cc1 | 0.8 | 1 | 15 | 0 | 0.8 | 1 | 0.8 | 20 | -6 | -2
CC(OC(=O)c1cccnc1)C(=O)Nc1ccc2c(c1)OCO2 (configuration not stated) | 1 | 1 | -5 | 2 | 1 | 1.1 | 1.1 | 4 | -5 | -9

Screens deposited in PubChem by several laboratories.
